Screening results from PubChem.
Scp1 inh: inhibitors of human Scp-1 phosphatase; Recombinant Scp1, phosphopeptide, malachite green phosphate absorbance; 0.88% of 340,000 active; inhibition, % at 20 µM; Q9GZU7; AID 493091;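 active means inhibition above about 50% at 20 µM, limit read from the data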;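 further: plate controls were DMSO wells with enzyme for no effect and wells lacking enzyme for full effect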
Target sequence (Q9GZU7 76-261 limits assumed): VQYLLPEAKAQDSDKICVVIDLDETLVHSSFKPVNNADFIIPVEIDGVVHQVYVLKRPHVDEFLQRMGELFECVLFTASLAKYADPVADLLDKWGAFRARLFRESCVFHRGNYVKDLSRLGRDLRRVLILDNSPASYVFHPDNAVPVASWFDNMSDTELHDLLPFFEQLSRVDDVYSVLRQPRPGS
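System: SCP-1 catalytic domain; Reagent: Phospho 17-mer peptide substrate; Doses: one concentration, 20 µM, with 1.0% DMSO; Incubation: 45 min room-temperature reaction, 5 min colour, 30 min stabiliser; Signal: Phosphate-binding colour reagent, absorbance read at 630 nm.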
Rpn11 inh: inhibitors of human proteasome Rpn11; O00487; 0.59% of 360,000 active; AID 588493; calls only at 20 µM; human 26S proteasome, Ub4-pepOG fluorescence polarization; 20S core pre-blocked with epoxomicin;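 active means inhibition at 20 µM, scaled to each plate's controls, above about 33%, limit read from the data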
Target sequence (O00487 whole entry, looked up): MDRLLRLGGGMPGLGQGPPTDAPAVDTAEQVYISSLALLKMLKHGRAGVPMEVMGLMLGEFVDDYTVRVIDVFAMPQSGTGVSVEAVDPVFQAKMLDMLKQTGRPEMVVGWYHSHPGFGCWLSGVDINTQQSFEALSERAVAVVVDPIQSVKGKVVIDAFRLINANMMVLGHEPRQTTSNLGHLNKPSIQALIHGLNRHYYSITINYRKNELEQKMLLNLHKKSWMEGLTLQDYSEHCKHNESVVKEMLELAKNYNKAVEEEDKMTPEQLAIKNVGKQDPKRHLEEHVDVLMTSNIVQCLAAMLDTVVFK
LMPTP block: blocks human LMPTP phosphatase. inhibition, % at 20 µM. 0.22% of 360,000 active. P24666. recombinant LMPTP-A, OMFP fluorogenic substrate, fluorescence intensity;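 active means compounds that cut the enzyme signal by at least half of the control window in the single-dose screen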;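 further: plate controls were DMSO wells with enzyme plus substrate for no effect and substrate without enzyme for full effect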
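Material: LMPTP-A; amount: 0.625 nM enzyme; doses: single 20 µM dose; times: reaction 50 min, room temperature, dark; technique: fluorescence intensity of OMFP turnover product; benchmarks: no-enzyme and uninhibited controls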
CSN inh: inhibitors of human CSN-mediated cullin deneddylation; Purified CSN, SCF-Nedd8-OG deneddylation, fluorescence polarization; inhibition, % at 12.5 µM; 0.38% of 360,000 active;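 active means pattern-corrected inhibition above about 35%, with an unprinted fluorescence ratio check between 0.5 and 1.5, limit read from the data, passing the limit was not always enough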;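 further: 0% = enzyme with substrate and 100% = substrate without enzyme; some results filed as inactive read as strong as hits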
Target sequence (Q92905 whole entry, looked up, one chain of several): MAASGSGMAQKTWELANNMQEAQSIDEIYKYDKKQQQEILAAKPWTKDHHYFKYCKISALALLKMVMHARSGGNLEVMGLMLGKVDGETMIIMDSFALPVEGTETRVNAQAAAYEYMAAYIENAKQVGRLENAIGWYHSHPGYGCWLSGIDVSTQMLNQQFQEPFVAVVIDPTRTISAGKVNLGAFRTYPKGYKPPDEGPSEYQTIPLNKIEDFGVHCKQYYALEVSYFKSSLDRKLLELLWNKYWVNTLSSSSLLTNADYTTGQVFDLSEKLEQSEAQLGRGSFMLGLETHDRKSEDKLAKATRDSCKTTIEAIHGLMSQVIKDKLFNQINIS
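Material: human Csn5 produced in HEK293T cells; Input: enzyme 0.24 nM; Reagent: SCFSkp2-Nedd8OG substrate at 10 nM final; Dosing: 12.5 µM compound; Incubation: 90 min reaction at room temperature; Detection: fluorescence polarization of the substrate; Evaluation: % inhibition of substrate cleavage by Csn5; Control set: substrate-only high control, full reaction low control.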
Neddylation inh: blocks human cullin neddylation; 0.58% of 360,000 active; P61081+Q13564; TR-FRET cullin neddylation, biochemical; calls only at 25 µM; in the data active means inhibition above about 36%
SUMO1 PPI mod: alters human SUMO1 binding to SIM partners | P63165 | SUMO1 binding to a labelled peptide, TR-FRET, 1 h | inhibition, % at 20 µM | 0.33% of 360,000 active | AID 602429; in the data active means inhibition above about 37%
Target sequence (P63165 whole entry, looked up): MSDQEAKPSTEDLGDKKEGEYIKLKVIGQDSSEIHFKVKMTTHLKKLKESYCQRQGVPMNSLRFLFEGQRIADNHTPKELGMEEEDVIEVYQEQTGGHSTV
NadD inh: blocks S. aureus nicotinate mononucleotide adenylyltransferase; purified NadD enzyme, colorimetric absorbance read-out; inhibition, % at 20 µM; 0.78% of 360,000 active; AID 602399; in the data active means inhibition above about 26%; further: some compounds past the cut are filed as inactive
STEP block: blocks human striatal-enriched tyrosine phosphatase; recombinant STEP, OMFP fluorogenic substrate, fluorescence; AID 588621; inhibition, % at 20 µM; P54829; 0.25% of 360,000 active;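 active means inhibition at 20 µM, scaled per plate between control wells, above about 37%, limit read from the data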;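 further: 0% = DMSO with enzyme and substrate and 100% = substrate only without enzyme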
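medium = Bis-Tris buffer pH 6.0, 2.5 mM DTT, 0.005% Tween 20 | test system = STEP (striatal-enriched tyrosine phosphatase) enzyme, cell-free | measure = normalized % inhibition | compound dosing = 20 µM, 1% DMSO | also added = 25 µM OMFP | schedule = reaction 20 min, ambient temperature | measured by = fluorescence read at 480 nm ex / 540 nm em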
DNMT1 inh: DNMT1 (human) enzyme inhibition; P26358; DNMT1 molecular beacon, Hinp1I cleavage, fluorescence; inhibition (reported as % activation of signal), % at 10 µM; 0.83% of 360,000 active; AID 588458; in the data active means inhibition above about 50%
Rin1-Abl PPI inh: human Rin1-Abl interaction inhibition | P00519+Q13671 | TR-FRET Rin1/Abl binding, biochemical | inhibition, % at 7.35 µM | 0.4% of 360,000 active; in the data active means inhibition above about 5%, passing the limit was not always enough
Numbers without * were called inactive; i = inactive; / = not tested or not shown.

A first look (2 entries):
Every second line gives: Scp1 inh | Rpn11 inh | LMPTP block | CSN inh | Neddylation inh | SUMO1 PPI mod | NadD inh | STEP block | DNMT1 inh | Rin1-Abl PPI inh
COCCN(C(=O)COC(=O)c1sccc1C)c1c(N)n(Cc2ccccc2)c(=O)[nH]c1=O
→ -5 | i | 0.0 | 1 | i | -8 | -10 | 0 | 1 | -2
Cc1nn(-c2ncc(C(F)(F)F)cc2Cl)c(=O)n1-c1ccccc1
→ -1 | i | -1.3 | 0 | i | -5 | -3 | -1 | 1 | 7.7*

Main list, from the first entry:
Every second line gives: Scp1 inh | Rpn11 inh | LMPTP block | CSN inh | Neddylation inh | SUMO1 PPI mod | NadD inh | STEP block | DNMT1 inh | Rin1-Abl PPI inh
COCCN(C(=O)COC(=O)c1sccc1C)c1c(N)n(Cc2ccccc2)c(=O)[nH]c1=O
→ -5 | i | 0.0 | 1 | i | -8 | -10 | 0 | 1 | -2
Cc1nn(-c2ncc(C(F)(F)F)cc2Cl)c(=O)n1-c1ccccc1
→ -1 | i | -1.3 | 0 | i | -5 | -3 | -1 | 1 | 7.7*
CCCCNC(=O)C1(C)CCC(=O)N1CCOc1ccccc1 (stereo not drawn)
→ / | i | -1.2 | -3 | i | -1 | -8 | -2 | -3 | 3
COc1ccc(CCNC(=O)Nc2ccc([N+](=O)[O-])cc2)cc1OC
→ -10 | i | 1.3 | 2 | i | -19 | -2 | 2 | 0 | -2
Nc1nc(SCC(=O)N2N=C3/C(=C\c4ccco4)CCCC3C2c2ccco2)n[nH]1 (stereo not drawn)
→ 5 | i | 0.6 | 1 | i | -8 | 8 | 0 | 2 | -3
CC1Cc2cc(S(=O)(=O)NCCC(=O)NCc3ccc(F)cc3)ccc2N1C(=O)C1CC1 (stereo not drawn)
→ -5 | i | -0.2 | 5 | i | 5 | -3 | -1 | -2 | 0
CCOc1ccc(OCC)c(S(=O)(=O)NCc2ccccc2)c1
→ -2 | i | -1.6 | 0 | i | 9 | 4 | -2 | 0 | -4
CCCOC(=O)c1ccc(NC(=O)c2c(Cl)ccc(Cl)c2OC)cc1
→ -10 | i | 0.9 | -12 | i | 0 | -8 | -3 | 3 | -4
COc1cc(NC(=O)COc2cccc3c2OC(C)(C)C3)cc(OC)c1OC
→ -5 | i | 0.1 | -3 | i | 2 | 4 | -2 | 2 | 2
Cc1ccc(C)c(NC(=O)CSc2nnc3n2CCCCC3)c1
→ 2 | i | -1.9 | 0 | i | 1 | -1 | -2 | 0 | 0
CCCNC(=O)CS(=O)(=O)Cc1nc(-c2ccccc2C)oc1C
→ -12 | i | 0.1 | 0 | i | 1 | -2 | 3 | -3 | -3
O=C(CN1C(=O)c2ccccc2S1(=O)=O)NCc1cccs1
→ 1 | i | -1.7 | 3 | i | 4 | 0 | -2 | 1 | 2
COc1cc(/C=N/NC(=O)c2cccnc2)ccc1OS(=O)(=O)c1cc(C)ccc1C
→ -8 | i | 0.3 | 1 | i | -5 | -8 | 0 | -6 | 2
CC(=O)N(Cc1cccs1)Cc1cc2ccc(C)c(C)c2nc1Cl
→ -11 | i | 2.5 | -3 | i | -2 | -6 | 0 | 0 | 0
COc1cc(C2C(C(=O)c3ccc(C)o3)=C(O)C(=O)N2Cc2ccccc2)ccc1O (stereo not drawn)
→ 4 | i | 4.3 | -4 | i | -7 | 7 | 3 | 0 | 2
CC(C)[C@H](NC(=O)C1CCN(S(=O)(=O)c2ccc(F)cc2)CC1)C(=O)N1CCCCCC1
→ 10 | i | 0.2 | 5 | i | 6 | -5 | -3 | 0 | -1
CC(C)N1CC(C(=O)Nc2ccc(Cl)c(Cl)c2)CC1=O (stereo not drawn)
→ 6 | i | -1.2 | 1 | i | 1 | -2 | -3 | 0 | -1
CC(C)(C)N(Cc1ccccc1)C(=O)CN1C(=O)c2ccccc2S1(=O)=O
→ 21 | i | -1.0 | 0 | i | 2 | 1 | -2 | -3 | 0
Cc1ccc(S(=O)(=O)Nc2nc(C)cc(N/N=C/c3ccc(O)cc3)n2)cc1
→ -2 | i | -1.2 | 2 | i | 4 | 3 | -2 | -1 | -3
COc1ccc2c(Cl)c(C(=O)NN3CCN(C)CC3)sc2c1
→ -5 | i | -0.8 | 4 | i | -7 | -6 | -2 | 1 | -5
CCOC(=O)c1ccc(N(C(=O)c2ccco2)C(C(=O)NC2CCCC2)c2ccncc2)cc1 (stereo not drawn)
→ -2 | i | 0.4 | 8 | i | 6 | -4 | 4 | -1 | 2
Cc1cccn2c(=O)nc(SCC(=O)Nc3cccc4ccccc34)nc12
→ 24 | i | 3.2 | 2 | i | -6 | 0 | 1 | 4 | -4
COc1ccc(/C=C(\C#N)C(=O)OCC(=O)Nc2ccc(-c3nc4ccc(C)cc4s3)cc2)cc1
→ -2 | / | 1.3 | 0 | i | -6 | 29* | 3 | 8 | -4
C#CCOC(=O)/C(=C/c1ccc(F)cc1)NC(C)=O
→ -2 | i | -2.6 | -5 | i | -3 | -3 | -2 | 7 | 2
CCCCC/C=C/C1=CC(=O)C[C@H](c2ccc3c(c2)OCO3)C1
→ -4 | i | 4.2 | 4 | i | -4 | 11 | 2 | 5 | -1
COc1ccc(N2CCN(C(=O)c3oc4ccccc4c3NC(=O)Cc3cccc(OC)c3)CC2)cc1
→ 1 | i | 2.5 | 5 | i | 5 | -8 | 2 | -5 | 0
Nc1nnnn1/N=C/c1cc(Cl)ccc1O
→ -10 | i | -2.7 | -8 | i | -11 | -10 | -2 | -4 | -1
O=C(NCCCCc1ccccc1)C12CN(Cc3ccccc3)CC1C(c1cccc([N+](=O)[O-])c1)=NO2 (stereo not drawn)
→ 9 | i | 4.8 | -5 | i | -13 | 1 | 1 | 8 | 4
COc1cc(OC)cc(C(=O)NC(=S)Nc2cccnc2)c1
→ -12 | i | -0.6 | 3 | i | 0 | -2 | 1 | 1 | 1
CC1=C(C(=O)OC(C)C)C(c2c[nH]c3ccccc23)n2ncnc2N1 (stereo not drawn)
→ -9 | i | -1.0 | 2 | i | -6 | 0 | 0 | -3 | -2

The list goes on, starting with the last six of the part before.
Every second line gives: Scp1 inh | Rpn11 inh | LMPTP block | CSN inh | Neddylation inh | SUMO1 PPI mod | NadD inh | STEP block | DNMT1 inh | Rin1-Abl PPI inh
CCCCC/C=C/C1=CC(=O)C[C@H](c2ccc3c(c2)OCO3)C1
→ -4 | i | 4.2 | 4 | i | -4 | 11 | 2 | 5 | -1
COc1ccc(N2CCN(C(=O)c3oc4ccccc4c3NC(=O)Cc3cccc(OC)c3)CC2)cc1
→ 1 | i | 2.5 | 5 | i | 5 | -8 | 2 | -5 | 0
Nc1nnnn1/N=C/c1cc(Cl)ccc1O
→ -10 | i | -2.7 | -8 | i | -11 | -10 | -2 | -4 | -1
O=C(NCCCCc1ccccc1)C12CN(Cc3ccccc3)CC1C(c1cccc([N+](=O)[O-])c1)=NO2 (stereo not drawn)
→ 9 | i | 4.8 | -5 | i | -13 | 1 | 1 | 8 | 4
COc1cc(OC)cc(C(=O)NC(=S)Nc2cccnc2)c1
→ -12 | i | -0.6 | 3 | i | 0 | -2 | 1 | 1 | 1
CC1=C(C(=O)OC(C)C)C(c2c[nH]c3ccccc23)n2ncnc2N1 (stereo not drawn)
→ -9 | i | -1.0 | 2 | i | -6 | 0 | 0 | -3 | -2
COC(=O)C1=CN(Cc2ccccc2)C=C(C(=O)OC)C1c1cc(F)ccc1F
→ -28 | i | 2.5 | 3 | / | -12 | -12 | 2 | 1 | 2
O=C(COc1ccc([N+](=O)[O-])cc1)N(Cc1cccs1)C1CCS(=O)(=O)C1 (stereo not drawn)
→ -9 | i | -0.8 | -3 | i | -10 | 1 | 0 | -4 | 0
COc1ccc(S(=O)(=O)N2CCCC(C(=O)N3CCN(C)CC3)C2)cc1Cl (stereo not drawn)
→ -5 | i | 0.1 | -5 | i | 4 | -8 | 0 | 3 | -2
O=C(Cc1ccccc1)N/N=C/c1cc(Br)cc(Cl)c1O
→ -8 | i | 1.6 | -3 | / | 4 | -3 | 2 | -2 | 2
Cc1ccc(-n2nc(CC#N)c(C#N)c2N)cc1
→ -5 | i | -1.9 | -10 | i | 12 | 1 | -2 | -8 | -2
Cn1cccc1C(=O)NCC(c1ccc(F)cc1)N1CCOCC1 (stereo not drawn)
→ 10 | i | -1.3 | -4 | i | -2 | 0 | 0 | -3 | -2
CCOC(=O)c1cc(C#N)c(SCC(=O)c2cc(C#N)c(SC)nc2C)nc1C
→ -8 | / | 3.3 | 0 | i | -10 | 5 | -3 | 2 | -1
Cc1ccsc1/C=C1\SC(N2CCOCC2)=NC1=O
→ -5 | i | 1.0 | -8 | i | -6 | 7 | -2 | -1 | -3
CCc1ccc(S(=O)(=O)NCc2ccc(C(=O)NCCN(Cc3ccccc3)C(C)C)cc2)cc1
→ / | i | -1.9 | -1 | i | -3 | -1 | -1 | -7 | 2
C=CCN(CC=C)CCOc1ccccc1
→ -2 | i | -1.1 | 0 | i | 24 | -2 | 1 | 4 | 1
CCOC(=O)C1CCCN(S(=O)(=O)CCNC(=O)c2cccc(OC)c2)C1 (stereo not drawn)
→ -3 | i | -0.3 | 5 | i | 2 | -2 | 2 | -1 | -1
C[C@H](NC(=O)Cc1cccc2ccccc12)C(=O)N1CCCN(C)CC1
→ -7 | i | -0.8 | 0 | i | -5 | -9 | -2 | -1 | -1
CC(C)SCCCOc1ccc(C(C)(C)C)cc1
→ 0 | i | 0.5 | -7 | i | 1 | 1 | -1 | 2 | 2
O=C(COC(=O)c1ccc(S(=O)(=O)N2CCCC2)cc1)NCc1ccccc1
→ -13 | i | -1.7 | -6 | i | -1 | -1 | 0 | -1 | -2
CCS(=O)(=O)CCSc1nc(C)cc(C)c1C#N
→ -5 | i | 0.5 | 7 | i | 1 | 8 | -1 | 0 | -1
CCNC(=O)Oc1ccc(-c2csnn2)cc1
→ -4 | i | -1.3 | -10 | i | -1 | -3 | 0 | 2 | 2
Cc1cc(CSc2ccccc2C(=O)O)on1
→ -4 | i | -0.5 | 2 | i | -1 | 16 | 2 | 2 | 0
NC(=O)COC(=O)[C@H](Cc1ccccc1)NS(=O)(=O)c1ccc2c(c1)OCCO2
→ 1 | i | -0.3 | 2 | i | -3 | -7 | -1 | 2 | 2
